Source: PubChem BioAssay (Broad Institute)
SIRT5 block: sirtuin-5 (human) deacylase inhibition. Q9NXA8. Purified SirT5, succinyl-peptide AMC, trypsin-coupled fluorescence. inhibition, % at 15 µM. 330,000 compounds, 1.1% hits; in the data active = inhibition above about 15%
Target sequence (Q9NXA8 whole entry, looked up): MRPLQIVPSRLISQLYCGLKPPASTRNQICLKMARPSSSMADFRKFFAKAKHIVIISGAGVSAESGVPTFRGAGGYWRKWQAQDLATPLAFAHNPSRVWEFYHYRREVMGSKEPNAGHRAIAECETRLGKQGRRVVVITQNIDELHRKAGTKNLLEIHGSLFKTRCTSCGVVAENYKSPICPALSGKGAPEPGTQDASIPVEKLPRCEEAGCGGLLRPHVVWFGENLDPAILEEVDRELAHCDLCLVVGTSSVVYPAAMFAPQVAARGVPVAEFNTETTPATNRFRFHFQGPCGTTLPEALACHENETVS
esBAF inh: inhibitors of esBAF chromatin remodeling in mouse ES cells; Bmi1-luciferase knock-in reporter, 24 h; 100% = twice the neutral-well signal; reporter increase, % at 12.5 µM; 350,000 compounds, 2% hits; AID 602393; in the data active = activation above about 40%;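 note: 0% = median of the plate's neutral control wells and 100% = double that signal; a rise in the Bmi1 reporter signal indicates esBAF inhibition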
LGR2 inh: Drosophila LGR2 receptor signaling inhibition | AID 720647 | inhibition, % at 9.99 µM | HEK293 LGR2, CRE-luciferase, bursicon-stimulated, 4 h | 380,000 compounds, 0.35% hits;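 active = drop in luminescence signal, shown as inhibition above about 50% in the replicate tests, limit read from the data, passing the limit was not always enough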;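 note: agonist challenge used bursicon conditioned medium at about half maximal strength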
CASP6 VEID inh: caspase-6 (human) enzyme inhibition; purified caspase-6, Z-VEID-R110 cleavage fluorescence; inhibition, % at 12.5 µM; 350,000 compounds, 0.53% hits; AID 686996;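 active = mean inhibition across replicates at least about 35%, with every replicate also reaching that limit, limit read from the data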;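 note: 0% = median of neutral control wells and 100% = no fluorescence left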
Target sequence (P55212 24-179 limits assumed): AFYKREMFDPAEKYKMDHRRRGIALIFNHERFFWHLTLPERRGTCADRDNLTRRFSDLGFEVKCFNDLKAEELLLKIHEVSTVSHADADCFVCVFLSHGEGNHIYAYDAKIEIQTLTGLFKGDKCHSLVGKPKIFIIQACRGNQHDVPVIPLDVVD
Target sequence (P55212 194-293 limits assumed): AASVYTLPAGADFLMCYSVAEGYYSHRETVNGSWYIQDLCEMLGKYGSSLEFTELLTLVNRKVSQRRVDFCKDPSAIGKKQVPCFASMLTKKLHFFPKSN
S100A4 MyoIIA: S100A4-myosin IIA interaction inhibition. AID 652163. P26447. inhibition, % at 10.7 µM. S100A4/TAMRA-MyoIIA peptide fluorescence polarization. 360,000 compounds, 0.14% hits;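 active = mean inhibition of at least 70% across replicates, with every replicate also reaching that level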
Target sequence (P26447 whole entry, looked up): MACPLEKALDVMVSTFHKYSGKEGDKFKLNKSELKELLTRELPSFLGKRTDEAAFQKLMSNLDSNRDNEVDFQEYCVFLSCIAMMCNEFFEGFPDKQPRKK
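Test system: S100A4 monomer protein. Medium: HEPES buffer with Ca2+, pH 7.2. Reagent: fluorescent myosin IIA peptide, 5 nM. Compound dosing: single-point compound testing. Timing: 5 min between mix addition and reading. Benchmarks: DMSO neutral and TFP positive wells.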
FN deposit inh: fibronectin deposition inhibition; inhibition, % at 12.6 µM; AID 743247; 350,000 compounds, 0.086% hits; AH1F fibroblasts, Alexa488-fibronectin deposition fluorescence, overnight;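 active = mean inhibition across replicates of 30% or more, regardless of how many single replicates reach that level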;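 note: positive control wells lacked labelled fibronectin entirely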
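material = AH1F fibroblast monolayer depositing Alexa488-labelled fibronectin into matrix | amount = 10000 AH1F cells/well | buffer or medium = DMEM plus 2% serum, read in PBS | incubation = 1 h cell adhesion before compound, then overnight fibronectin incubation | detection = fluorescence at 485 nm excitation, 525 nm emission | evaluation = percent inhibition as loss of matrix-bound fibronectin fluorescence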
C2C12 statin: suppressors of simvastatin-induced myotoxicity in C2C12 myotubes. 330,000 compounds, 0.78% hits. rescue of ATP level, % at 7.49 µM. ATP luminescence, 48 h; scaled: DMSO 0, geranylgeraniol control 100;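 active = mean ATP rescue above about 67%, or every replicate alone reaching that limit, limit read from the data, passing the limit was not always enough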;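 note: myotubes were challenged with 10 µM simvastatin during compound exposure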
The depositor's hits bear a star; / = no result given; & = joins results of further samples.

mol	SIRT5 block	esBAF inh	LGR2 inh	CASP6 VEID inh	S100A4 MyoIIA	FN deposit inh	C2C12 statin
CC(C)(C)OC(=O)C[C@@H]1C/C=C\C[C@@H](CC(=O)N[C@@H](CO)Cc2ccccc2)C(=O)N2CCC[C@@H]2COC1=O	-1	2	20	0	1	0	13
O=C(COc1ccc(Br)cc1)Nc1ccncc1	/	7	38	/	/	/	6
CC(=O)N1CCC(=NNc2ccnc3cc(Cl)ccc23)CC1	0	8	9	-5	-7	-12	-16
Cc1ccc(S(=O)(=O)N2CCN(c3ccccc3)CC2)cc1C(=O)NC1CCCCC1	-2	4	11	0	-10	-8	8
CCCC#Cc1ccc2c(c1)[C@H]1[C@H](CCN1S(=O)(=O)c1cn(C)cn1)[C@H](CO)N2	1	/	-1	0	26	-13	/
COc1cccc(NC(=O)CN2CCN(S(=O)(=O)c3ccc(F)cc3)CC2)c1	-1	-3	-2	0	-1	/	-46
CCOc1ccc(Cc2nn[nH]n2)cc1	/	-4	32	/	/	/	-6
C[C@@H]1CCCCO[C@@H](CN(C)C(=O)CCC(F)(F)F)[C@@H](C)CN([C@H](C)CO)C(=O)c2cc(NS(=O)(=O)c3ccccc3)ccc2O1	-2	-4	3	1	16	/	/
COc1ccc(S(=O)(=O)N(C)C[C@@H]2OCCCC[C@@H](C)Oc3ccc(NC(=O)NC(C)C)cc3C(=O)N([C@@H](C)CO)C[C@H]2C)cc1	1	1	-13	0	22	/	/
COc1ccc(C(C(=O)Nc2ccc(F)cc2)N2CCN(C(=O)c3ccco3)CC2)cc1 (configuration not stated)	-2	/	-13	3	2	14	/
C[C@H]1CN([C@@H](C)CO)C(=O)c2cc(NS(=O)(=O)c3cccs3)ccc2O[C@H]1CN(C)S(=O)(=O)c1ccc(Cl)cc1	5	-2	15	0	-1	-3	41
CC(C)CC#Cc1ccc2c(c1)O[C@H](CN(C)S(=O)(=O)c1ccc(F)cc1)[C@H](C)CN([C@@H](C)CO)S2(=O)=O	15	2	18	-2	-8	0	-7
CCOC(=O)CSCC(=O)N1N=C(c2cccs2)CC1c1ccc(F)cc1 (configuration not stated)	/	/	/	1	-3	4	/
CC(=O)Nc1ccc(N=Cc2c(O)c3ccccc3oc2=O)cc1	-7	0	-6	0	-1	4	3
CNC[C@H]1OCc2cn(nn2)CCCC(=O)N([C@@H](C)CO)C[C@@H]1C	/	0	-40	/	/	-11	6
CCOC(=O)C1(C)CCCN(C(=O)c2ccc(F)c(Cl)c2)C1 (configuration not stated)	/	-3	17	3	3	/	3
CO[C@@H]1CN(C)C(=O)c2cc(NS(C)(=O)=O)ccc2OC[C@H](C)N(Cc2cncnc2)C[C@@H]1C	-2	-1	-12	/	2	-7	4
CC(=O)N1CCc2ccc(S(=O)(=O)Nc3ccccc3Cl)cc21	-5	-7	37	0	3	-7	9
CC(=O)OC1CCC2(C)C(CCC3C2CC(=NO)C2(C)C(C(C)OC(C)=O)CCC32)C1 (configuration not stated)	2	5	-10	0	-3	0	4
O=C(C[C@H]1C[C@H]2c3cc(NC(=O)C4CCC4)ccc3O[C@H]2[C@H](CO)O1)NCC(F)(F)F	0	-6	-5	-2	-5	4	3
C[C@H](CO)N1C[C@H](C)[C@H](CN(C)S(C)(=O)=O)Oc2c(cccc2N(C)C)C1=O	-2	5&0	13&1	-1&2	7&-1	-5&7	6&-11
Cc1cc(NC(=O)NC(=O)c2cccc(OC(F)(F)C(F)F)c2)n[nH]1	/	38	/	/	/	1	-3
O=C(C1CCOCC1)N1CCC(CO)(CCc2ccccc2)CC1	-2	-1	/	-1	-5	6	-3
NCC[C@@H]1CC[C@@H](NS(=O)(=O)Cc2ccccc2)[C@@H](CO)O1	3	-2	2	-9	3	-4	0
Cc1ccc2c(c1)CCCN2C(=O)c1c(C)noc1C	0	-8	-32	4	-1	0	-9

Next part.
mol	SIRT5 block	esBAF inh	LGR2 inh	CASP6 VEID inh	S100A4 MyoIIA	FN deposit inh	C2C12 statin
N#Cc1c(N)nc2c(c1-c1cccc(O)c1)CCCCCC2	/	0	/	/	/	-7	-6
COc1ccc(OC(C)C(=O)N(C)Cc2nc(-c3ccc(C)cc3)no2)cc1 (configuration not stated)	-3	-2	10	-2	6	2	25
CC(C)C#Cc1cnc2c(c1)C(=O)N([C@H](C)CO)C[C@@H](C)[C@H](CN(C)Cc1ccccn1)O2	/	5	3	/	/	-7	35
COc1ccc(C(CNC(=O)c2cccc(NC(=O)c3cccs3)c2)N2CCCC2)cc1 (configuration not stated)	-1	0	-1	-1	-7	3	-28
COc1ccccc1NC(=O)Cn1nc(C(F)(F)F)c2c1CCCC2	/	-12	/	/	/	2	10
COc1ccccc1CNCc1cc(OC)c(OC)cc1OC	1	-4	-8	-7	-13	/	9
CCOc1ccc(NC(=O)CN(c2ccc(OC)c(OC)c2)S(=O)(=O)c2ccc(C)cc2)cc1	10	-3	/	-1	3	8	1
C[C@@H]1CN([C@@H](C)CO)C(=O)c2cc(NC(=O)Cc3cn(C)c4ccccc34)ccc2O[C@@H]1CN(C)C(=O)Nc1ccccc1	0	-2	12	-2	2	/	43
COc1ccc(CNc2nc3ccccc3n2Cc2ccc(Cl)cc2)cc1OC	1	/	7	0	1	2	/
CNc1c(NS(=O)(=O)c2cc(OC)ccc2OC)c(=O)oc2ccccc12	-1	9	2	-3	1	9	14
CCCc1c(C(=O)N/N=C/c2ccncc2)nnn1-c1nonc1N	2	-2	18	0	-3	8	-10
CCCc1ccc(OCc2ccc(C(=O)OC)o2)c(OC)c1	0	43*	-82	2	-1	/	-8
C[C@H]1CN([C@@H](C)CO)C(=O)c2cccc(NC(=O)C3CC3)c2O[C@H]1CN(C)C(=O)Nc1ccc(F)cc1	-3	0	-14	0	14	/	-6
CN1c2ccc(C3=CCCCC3)cc2[C@H]2[C@H](CCN2S(=O)(=O)c2ccccc2)[C@@H]1CO	0	4	1	/	0	20	-6
Cc1ccc(C(=O)Nc2ccc(S(=O)(=O)N3CCOCC3)cc2)cc1C	2	8	0	5	-16	11	3
COc1cc(/C=C2\SC(=S)N(CCC(=O)Nc3cccc(O)c3)C2=O)cc(OC)c1OC	2	5	22	1	0	-2	-8
O=C(Nc1ccc2c(c1)CCC2)c1cccc(F)c1	-1	/	-55	-2	3	8	/
C[C@@H]1CCCCO[C@@H](CN(C)Cc2ccccc2)[C@H](C)CN([C@@H](C)CO)C(=O)c2cc(NS(=O)(=O)c3ccccc3)ccc2O1	-2	1	14	3	18	/	/
C[C@@H]1CCCCO[C@@H](CN(C)C(=O)NC2CCCCC2)[C@H](C)CN([C@H](C)CO)C(=O)c2cc(NC(=O)Nc3cccc4ccccc34)ccc2O1	3	5	13	-2	-13	/	-71
Cc1cc(NC(=O)c2ccc(S(=O)(=O)N(C)C)cc2)n(-c2ccccn2)n1	/	4	/	/	/	2	0
CCCC1C2C(=O)N(c3ccccc3OCC)C(=O)C2ON1c1ccccc1 (configuration not stated)	/	0	/	/	/	9	3
C[C@@H]1CN([C@H](C)CO)C(=O)c2cccc(NS(=O)(=O)c3ccccc3)c2O[C@@H]1CN(C)Cc1ccncc1	-3	1	-11	2	3	/	6
O=C(CN1C(=O)S/C(=C\c2ccccc2Cl)C1=O)NCCCn1ccnc1	-4	-8	5	0	1	3	6
COc1cccc(/C=C/C(=O)c2ccc3c(c2)OCCO3)c1OC	1	31	-40	5	1	11	28
Cc1cc(SCn2nnc3ccccc3c2=O)nc2ccccc12	-3	/	3	3	7	/	/

Additional entries.
mol	SIRT5 block	esBAF inh	LGR2 inh	CASP6 VEID inh	S100A4 MyoIIA	FN deposit inh	C2C12 statin
C(=N\N1CCN(c2ccccn2)CC1)/c1cccc2ccccc12	-6	/	-32	-1	0	2	/
COc1ccc(C(=O)Nc2ccc3c(c2)C(=O)N(C)C[C@@H](OC)[C@@H](C)CN(C(C)=O)[C@H](C)CO3)cc1	1	1	-12	/	3	1	-4
C[C@@H]1CN([C@H](C)CO)C(=O)Cc2cc(NC(=O)C3CC3)ccc2O[C@H]1CN(C)C(=O)Nc1ccc(F)cc1	-2	2	5	0	7	/	5
COc1ccc(NC(=O)N2CCNC(=O)C2CC(=O)Nc2ccc(F)cc2)cc1 (configuration not stated)	-2	/	-13	3	-4	/	/
CCC(=O)N1CCCCN2[C@H](CO)[C@H](c3ccc(C#CCOC)cc3)[C@@H]2C1	3	1	-9	-1	-3	/	37
O=C1/C(=C/c2ccccc2O)SC(=S)N1Cc1cccnc1	-4	/	83*	4	-15	-3	/
COCc1ccc(CN2CCCC(CCC(=O)NCc3cccc(OC)c3)C2)o1 (configuration not stated)	2	/	/	-4	-1	4	/
CC1(C)CC2(CC(C)(C(=O)CSc3nc4ccccc4s3)OC2=O)C(=O)O1 (configuration not stated)	/	-5	10	/	/	20	19
COC(=O)c1[nH]nc(-c2ccccc2)c1-c1ccccc1	1	/	-19	0	2	-2	/
N#CCCN(C(=O)CN1c2cccc3cccc(c23)S1(=O)=O)c1ccccc1	/	/	/	2	0	0	11
CC(C)(O)CC[C@@H](O)[C@](C)(O)C1CC[C@@]2(O)C3=CC(=O)[C@@H]4C[C@@H](O)[C@@H](O)C[C@]4(C)C3CC[C@]12C (some centres not stated)	-2	2	-2	3	-1	4	-5
COC(=O)CCC(=O)OC1(C)C(=O)C=C2C=C(C3CC3)N(CCCCO)C=C2C1=O (configuration not stated)	-1	14	-4	37*	11	5	2
Cc1cccc(NC(=O)c2ccc(OC3CSC3)cc2)c1	/	19	-5	/	/	-7	105*
COc1ccc(C2=Nc3ccccc3N(C(=O)c3ccc4ncccc4c3)C2C(=O)NC2CCCC2)cc1 (configuration not stated)	/	/	-120	12	17	4	/
CC12CCC(C1)C(C)(C)C2OC(=O)c1ccccc1C(=O)O (configuration not stated)	-4	-3	13	-2	5	-1	-3
CCOC(=O)/C(C#N)=C/c1ccc(OC(=O)c2ccco2)c(OCC)c1	2	8	2	-6	11	4	-5
Cc1noc(C)c1C(=O)NC(C)c1ccc(Cl)cc1Cl (configuration not stated)	-3	-1	11	-6	-3	4	-1
CC(C)(C)c1ccc(-c2nnc(SCC(=O)O)n2N)cc1	/	6	/	/	/	-8	-3
C[C@H]1CN([C@@H](C)CO)C(=O)c2cc(NS(=O)(=O)c3cn(C)cn3)ccc2O[C@@H]1CN(C)Cc1ccc(-c2ccccc2)cc1	2	-8	-24	-1	-62	0	46
Cc1ccccc1S(=O)(=O)N1C[C@H](O)COC[C@@H]2O[C@@H](CC(=O)N3CCC(Cc4ccccc4)CC3)CC[C@H]21	6	-7	11	-1	39	-7	18
COc1ccccc1CNC(=O)Cn1ccc2cc(S(=O)(=O)N3CCCC3)ccc21	-4	8	-1	2	-3	3	-7
Cc1cc(S(=O)(=O)Nc2ccc(C(=O)NCc3cccnc3)cc2)ccc1F	-9	-3	1	8	-1	3	4
CCN(C(=O)N1CCOCC1)c1ccccc1	/	-11	15	-1	-4	-3	20

2 entries from above, as labelled records:
> C[C@@H]1CN([C@H](C)CO)C(=O)Cc2cc(NC(=O)C3CC3)ccc2O[C@H]1CN(C)C(=O)Nc1ccc(F)cc1
- SIRT5 block = -2
- esBAF inh = 2
- LGR2 inh = 5
- CASP6 VEID inh = 0
- S100A4 MyoIIA = 7
- FN deposit inh = /
- C2C12 statin = 5

> COCc1ccc(CN2CCCC(CCC(=O)NCc3cccc(OC)c3)C2)o1 (configuration not stated)
- SIRT5 block = 2
- esBAF inh = /
- LGR2 inh = /
- CASP6 VEID inh = -4
- S100A4 MyoIIA = -1
- FN deposit inh = 4
- C2C12 statin = /

Compound profiles, from the list above.
`CCOC(=O)/C(C#N)=C/c1ccc(OC(=O)c2ccco2)c(OCC)c1` is listed as SIRT5 block = 2; esBAF inh = 8; LGR2 inh = 2; CASP6 VEID inh = -6; S100A4 MyoIIA = 11; FN deposit inh = 4; C2C12 statin = -5
`O=C1/C(=C/c2ccccc2O)SC(=S)N1Cc1cccnc1` is listed as SIRT5 block = -4; esBAF inh = /; LGR2 inh = 83*; CASP6 VEID inh = 4; S100A4 MyoIIA = -15; FN deposit inh = -3; C2C12 statin = /

Some of the compounds tested; count on the stated rates, not on these rows.
